KDM5B inhibitor = Primary screen for KDM5B Histone Demethylases FDH-coupled qHTS | Lysine-specific demethylase 5B (Homo sapiens), Q9UGL1 | KDM5B demethylase, FDH-coupled NADH fluorescence (FDH is formaldehyde dehydrogenase) | hit rate 2.6% among 220,000 | Potency, µM (doses to about 57.7 µM), inactives show at the highest dose activity change, negative = inhibition, most hits filed as inhibitors | AID 1347165, 2019; active = well fitted inhibition curve with a large enough effect; inconclusive = small, poorly fitted or top-dose-only effect; inactive = no such curve, though single readings can be large or run the other way; note: 0% is about no effect; nearly all actives have a fitted effect of over 70% in size
Target sequence (Q9UGL1 whole entry, looked up): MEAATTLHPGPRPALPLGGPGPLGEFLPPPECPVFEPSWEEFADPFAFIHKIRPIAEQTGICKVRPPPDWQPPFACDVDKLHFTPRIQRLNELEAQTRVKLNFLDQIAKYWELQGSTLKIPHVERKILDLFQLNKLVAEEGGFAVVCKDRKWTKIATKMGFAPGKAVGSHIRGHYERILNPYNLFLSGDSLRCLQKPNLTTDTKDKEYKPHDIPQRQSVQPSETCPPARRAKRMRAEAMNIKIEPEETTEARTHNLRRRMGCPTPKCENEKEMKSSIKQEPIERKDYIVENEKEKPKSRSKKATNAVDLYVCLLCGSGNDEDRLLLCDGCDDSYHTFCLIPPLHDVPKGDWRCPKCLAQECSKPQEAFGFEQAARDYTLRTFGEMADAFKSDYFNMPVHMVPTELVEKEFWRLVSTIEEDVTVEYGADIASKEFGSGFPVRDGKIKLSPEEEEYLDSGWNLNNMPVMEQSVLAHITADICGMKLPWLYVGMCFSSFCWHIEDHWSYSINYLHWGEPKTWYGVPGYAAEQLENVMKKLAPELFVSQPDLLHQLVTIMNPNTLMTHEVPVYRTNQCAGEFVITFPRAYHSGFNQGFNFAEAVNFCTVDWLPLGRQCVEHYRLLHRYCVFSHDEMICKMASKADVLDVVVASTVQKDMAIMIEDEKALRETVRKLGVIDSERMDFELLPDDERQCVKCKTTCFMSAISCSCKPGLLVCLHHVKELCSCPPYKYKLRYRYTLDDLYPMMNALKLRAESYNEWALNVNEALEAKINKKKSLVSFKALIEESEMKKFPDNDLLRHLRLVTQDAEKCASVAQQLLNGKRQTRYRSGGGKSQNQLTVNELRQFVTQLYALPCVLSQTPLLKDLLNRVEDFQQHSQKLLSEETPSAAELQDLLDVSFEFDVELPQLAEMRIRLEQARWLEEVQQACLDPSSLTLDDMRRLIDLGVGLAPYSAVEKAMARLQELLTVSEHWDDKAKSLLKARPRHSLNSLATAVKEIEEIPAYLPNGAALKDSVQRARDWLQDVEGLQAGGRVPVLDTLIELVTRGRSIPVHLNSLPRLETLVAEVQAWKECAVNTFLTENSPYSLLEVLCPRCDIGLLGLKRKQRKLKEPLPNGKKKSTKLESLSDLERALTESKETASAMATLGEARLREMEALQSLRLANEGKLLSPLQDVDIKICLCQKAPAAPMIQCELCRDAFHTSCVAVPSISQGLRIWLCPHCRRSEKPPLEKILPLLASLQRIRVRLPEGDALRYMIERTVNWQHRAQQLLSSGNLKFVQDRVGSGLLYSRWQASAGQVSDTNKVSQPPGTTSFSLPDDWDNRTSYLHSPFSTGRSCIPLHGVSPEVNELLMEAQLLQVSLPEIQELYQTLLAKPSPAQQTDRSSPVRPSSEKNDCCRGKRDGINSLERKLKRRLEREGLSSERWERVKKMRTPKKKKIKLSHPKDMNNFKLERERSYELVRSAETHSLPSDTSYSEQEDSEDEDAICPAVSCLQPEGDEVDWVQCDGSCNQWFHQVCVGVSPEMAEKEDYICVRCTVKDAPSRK
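qHTS format, multiple compound concentrations. Buffer 50 mM HEPES pH 7.5/0.01% Tween-20; 200 nM KDM5BΔAP final; 10 min compound preincubation; substrate-mix levels 12.5 µM peptide, 25 µM α-KG, 0.25 mM NAD⁺; 30 min RT; ΔRFU.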
Active calls of the source: *; u = inconclusive; & = joins results of further samples; [ ] = remark or other dose. Potency is the fitted concentration of half-maximal effect. A portion of the library; count on the stated rates, not on these rows.

SMILES | KDM5B inhibitor
CN(C)c1nccnc1OC1CCN(C(=O)CCC(=O)c2ccc(F)cc2)C1 (centres undefined) | 1%
O=C(Nc1ccccc1)c1ccc(Br)c(S(=O)(=O)N2CCCCC2)c1 | -14%
Oc1ccc(Cl)cc1C=NCc1ccccc1Cl | -19%
O=C(NCC1CCN(C2CCCC2)C1)Nc1ccccc1 (centres undefined) | -5%
O=C(Nc1ccnn1C1CCN(Cc2cccc(F)c2F)CC1)c1ccccc1Cl | 44%[activator]
CCCCNC(=O)CCCn1c(=O)c2ccccc2n(Cc2ccccc2C)c1=O | -4%
CCc1ccc(-c2nc3ccc(Br)cc3c(C(=O)O)c2C)s1 | u
CCCCNC(=O)CCN1N=C(c2ccccc2)CCC1=O | 20%
CCOC(=O)c1cnc2c(ccc3ccccc32)c1Nc1cccc(Cl)c1 | 9%[11.5 µM]
CCN(CC)C(=O)[C@@H]1CCC[C@@H](NS(=O)(=O)c2ccccc2)CN(C)C(=O)C1 | 4%[86.2 µM]
CN1CC(=O)N(c2cccc(F)c2)Cc2c(NC3CCNCC3)ncnc21 | u
CCCNC(=O)C12CC3CC(C1)CC(c1ccccc1)(C3)C2 | 22%
CC(=O)C1=C(c2ccc(C)cc2)N(C(C)=O)n2c(nnc2-c2ccccc2)S1 | -26%
Cc1cc2c(C)c(C)[nH]c2cc1Br | u
Cc1cc(OC(C)C(=O)N2CCC(c3nc4ccccc4o3)CC2)ccc1Cl (centres undefined) | u
COc1cc(F)ccc1-c1ccnc2nc(CC(C)C)nn12 | 28µM*
CCCCN(CC)CCCNC(=O)c1cn(C)c2ccc(S(=O)(=O)N(C)C3CCCCC3)cc2c1=O | -18%
O=C(NCCCN1CCc2ccccc2C1)C1CCc2ncc(-c3ccc(F)cc3)n2C1 (centres undefined) | u
CCOc1ccc(NC(=O)NC(C)c2c(-n3cccc3)sc(C)c2C)cc1 (centres undefined) | -16%
COc1ccc(-c2noc([C@@H]3C[C@H](NS(=O)(=O)c4ccc(C)cc4)CN3C)n2)cc1 | -36%[86.2 µM]

Among those listed so far, these contain an aryl methoxy group.
SMILES | KDM5B inhibitor
COc1cc(F)ccc1-c1ccnc2nc(CC(C)C)nn12 | 28µM*
COc1ccc(-c2noc([C@@H]3C[C@H](NS(=O)(=O)c4ccc(C)cc4)CN3C)n2)cc1 | -36%[86.2 µM]

(next part)
SMILES | KDM5B inhibitor
O=C(OCc1ccccc1Cl)c1cccc(CN2CCCC2=O)c1 | -2%
COc1ccc(-c2ccccc2NC(=O)C2CCCN(Cc3ccccc3O)C2)cc1 (centres undefined) | -4%
CCNc1c(NC(=O)c2c(F)cccc2F)c(=O)oc2ccccc12 | 12%
Cc1c(CCC(=O)O)c(=O)oc2c(C)c(OCc3ccccc3Cl)ccc12 | u
COc1ccc(C(C)=O)cc1CO/N=C/c1ccc(OC(F)F)cc1 | 11%
Cc1nc2c3ccccc3nn2c(C)c1CCC(=O)Nc1ccc(C(N)=O)cc1 | u
O=C1CCN(C(=O)c2cccnc2)CCCC(C(=O)NCCC2=CCCCC2)CCN1 (centres undefined) | -19%
COc1cccc(CNC(=O)C(=O)Nc2c3c(nn2-c2ccccc2)CSC3)c1 | -8%
Cc1ccc(CNC(=O)N2CCC3(CC2)Nc2ccccc2-n2cccc23)cc1 | -1%
COc1ccc(C(=O)N2CCC3(CC2)NC(=O)N(Cc2ccc(C)cc2)C3=O)cc1 | 9%
COc1cccc([S+](=O)([O-])N2CCC(N3Cc4ccccc4C3=O)CC2)c1 | 11%[115 µM]
Cc1cn2c(=O)cc(CSc3ccccc3NC(=O)COc3ccccc3C)nc2s1 | 5%
CCc1cccc(CC)c1NC(=O)Cn1nnc2sc3c(c2c1=O)CCCC3 | 0%
CCCCCCC(O)(c1ccccc1)C(CN1CCOCC1)c1ccccc1 (centres undefined) | u
COc1cc(C(=O)Nc2ccc(C)c(S(=O)(=O)N3CCCCCC3)c2)cc(OC)c1OC | -11%
COCCc1noc(C2CN(C(=O)c3cn(C)cn3)C2)n1 | -1%
COc1ccc(C(=O)/C(=C\c2ccc(C)o2)c2nc3ccccc3o2)cc1 | u
CCN1CCN(Cc2cc3ccc(C)cc3nc2-c2ccc(OC)c(OC)c2)CC1 | -21%
CCCCn1c(=O)[nH]c(=O)c2c1nc(CCC(=O)NCCCO)n2CC(C)C | 1%
CN(CC(=O)Nc1ccc2c(c1)OCO2)Cc1cccs1 | 16%
COc1ccccc1NS(=O)(=O)c1cccc(NC(=O)c2[nH]c(C)c(C(C)=O)c2C)c1 | 3%&-6%
CCN1C(=O)c2ccccc2S(=O)(=O)c2ccc(C(=O)NCc3ccc(C)cc3)cc21 | -15%
O=C(Cc1cccs1)NCc1ccccc1Br | 31%[activator]
COc1ccccc1C(=O)NC1CCN(c2cc(-c3cccs3)[nH]n2)CC1 | u
COC(=O)C1CN(C2CC2)CCS(=O)(=O)N1Cc1cn(Cc2ccc(C)cc2)nn1 (centres undefined) | 3%
CC1(C(=O)N2CCC(c3ccccc3)CC2)COCc2cnc(Nc3ccccc3)nc21 (centres undefined) | u
CC(C)NC(=O)CSc1nnc(-c2cccnc2)n1C | 11%
Cc1cccc(NC(=O)Cn2cc(C(=O)C3CC3)c3ccccc32)c1C | 10%
O=C(NCc1cccs1)c1nc(-c2ccc(F)cc2)c2ccccn12 | 28µM*
O=C(CN1CC2CC(C1)[C@H]1CCCC(=O)N1C2)NCCc1ccc(Cl)cc1 (some centres undefined) | -13%
CN(CC(=O)Nc1ccc(Cl)c(C(F)(F)F)c1)Cc1cc(F)cc2c1OCOC2 | 1%
Cc1ccc(NC(=O)N[C@@H]2C=C(C(=O)N[C@@H](Cc3ccc(O)cc3)C(N)=O)C[C@@H](O)[C@@H]2O)cc1 | -27%
N#Cc1nc(C2CC2)oc1N1CCN(C(=O)c2ccc(F)c(F)c2)CC1 | 1%
O=C(CCNc1n[nH]c(=O)[nH]c1=O)N/N=C\c1ccc(Br)cc1 | 17%
COc1ccc(C(=O)N2CCC(Oc3ccccc3)C2)cn1 (centres undefined) | 16%
Cc1nn(C)cc1N1C(=O)c2cccc3c(N)ccc(c23)C1=O | -2%
CCc1noc2ncnc(N3CCCC(C(=O)NCc4cccc(OC)c4)C3)c12 (centres undefined) | 6%
O=[N+]([O-])c1cccnc1Oc1ccc(C2SCCS2)cc1 | 31%[activator]
CC(=O)N1CCC2(C1)C(=O)N(CCc1ccccc1)c1ccccc12 (centres undefined) | 1%
Cc1ccc(NC(=O)Cn2cc(S(=O)(=O)N3CCC(C)CC3)c3ccccc3c2=O)c(Br)c1 | u

Marked active in KDM5B inhibitor, of those listed so far:
SMILES | KDM5B inhibitor
COc1cc(F)ccc1-c1ccnc2nc(CC(C)C)nn12 | 28µM*
O=C(NCc1cccs1)c1nc(-c2ccc(F)cc2)c2ccccn12 | 28µM*

3 entries out of the list above, arranged by the number in KDM5B inhibitor, smallest number first.
| compound | KDM5B inhibitor |
| --- | --- |
| Cc1ccc(NC(=O)N[C@@H]2C=C(C(=O)N[C@@H](Cc3ccc(O)cc3)C(N)=O)C[C@@H](O)[C@@H]2O)cc1 | -27% |
| O=C(CN1CC2CC(C1)[C@H]1CCCC(=O)N1C2)NCCc1ccc(Cl)cc1 (some centres undefined) | -13% |
| COC(=O)C1CN(C2CC2)CCS(=O)(=O)N1Cc1cn(Cc2ccc(C)cc2)nn1 (centres undefined) | 3% |

Next compounds:
SMILES | KDM5B inhibitor
Cc1ccc(Nc2nnc(SCC(=O)c3ccc(Cl)s3)s2)c(C)c1 | -22%
COc1ccc2[nH]c(C(=O)N3CCC4(CC3)CC(O)CCO4)cc2c1 (centres undefined) | u
CC(C)(C)Sc1ccc2nn(CC(=O)NCc3ccc(Cl)cc3)c(=O)n2n1 | 6%
CC(C)C(=O)N1Cc2ccccc2CC2(CCN(Cc3ccncc3)C2)C1 (centres undefined) | u
CN(C)C(=O)Cc1cccc(F)c1 | -4%
COC(=O)COc1ccc(Oc2nc(NC(C)(C)C)nc(N(C)C)n2)nn1 | -20%
NC(=O)COc1cccc(C2CC(=O)Nc3nc(N4CCCCC4)sc32)c1 (centres undefined) | u
CC(C)Oc1ccc(C(=O)NCC(c2ccc(N(C)C)cc2)N2CCCC2)cc1 (centres undefined) | -19%
Cc1cc(Cl)ccc1OCC(=O)NC1CCN(C)CC1 | 11%
O=C(Nc1ccc(Nc2ccccc2)cc1)c1ccc(Cl)cc1 | 6%
O=C(O)Cc1ccc(N2C(=O)C(=O)/C(=C(/O)c3ccccc3Cl)C2c2ccccc2F)cc1 (centres undefined) | -21%
CC(=O)Nc1cccc(OCc2nnc(C(=O)N3CCC[C@@H]3C(c3ccccc3)c3ccccc3)n2-c2ccccc2)c1 | -12%
COc1cccc([S+](=O)([O-])N2CCCC3(CC(C)=NO3)C2)c1 (centres undefined) | 29%[149 µM]
Cc1oc(-c2ccccc2Cl)nc1CS(=O)(=O)CC(=O)NC(C)CCc1ccccc1 (centres undefined) | u
COc1ccc(OC)c(C(=O)c2oc3cc(NC(=O)C(C)C)ccc3c2C)c1 | -9%
CC(C)(C)n1nc2c(c1NC(=O)c1ccc(F)c(F)c1)CS(=O)(=O)C2 | 33%
CC1=C(C(=O)OC(C)C)C(c2ccc(Br)s2)NC(=O)N1C (centres undefined) | 17%
COc1ccc(OC)c(CNC(=O)c2c(C)oc3ncn(C)c(=O)c23)c1 | 4%
O=C(Cc1c[nH]c2ccccc12)Nc1nc2ccccc2s1 | 11%
CCN(C(=O)Cc1nc(-c2ccc(OC)cc2)no1)c1cccc(Cl)c1 | -18%
COc1ccc(NC(=O)O[C@@H]2CO[C@H]3[C@@H]2OC[C@@H]3NC(=O)Nc2ccc(C(C)C)cc2)cc1 | 2%
CCn1ccc(C(=O)N2CC(Oc3ccc(-c4nc(-c5ccccc5)no4)cc3)C2)n1 | -13%
COC[C@@H]1CCCN1Cc1cn(-c2ccccc2)nc1-c1ccc(OC)cc1F | -21%
COCCNC(=O)/C(C#N)=C/c1c(N2CCN(C)CC2)nc2c(C)cccn2c1=O | u
COc1ccccc1-c1ccc2c(n1)CN(Cc1ccccc1C)C(=O)CO2 | u
COC(=O)c1cc(NC(=O)c2ccccc2OC(F)F)c(F)cc1F | 10%
Cc1ccc(O)c(NC(=O)c2cc(-c3cccnc3)nc3ccccc23)c1 | 11%
Cc1ccc2nc(COc3cccc(NC(=O)c4cccc(Cl)c4)c3)cc(=O)n2c1 | -5%
COc1ccc(NC(=O)Cn2c3ncccc3c(=O)n2-c2ccc(C)c(C)c2)c(OC)c1 | 1%
Cc1cc(=O)n(CC(=O)N2C[C@H](CO)C[C@H](CN(C)C)C2)nc1C | 27%
CC(=O)N1C[C@@H]2CCCN3CCC[C@@H]([C@H]23)[C@H]1CCCC(=O)NCCCc1ccccc1 | u
O=C(Nc1ccnn1Cc1ccc(Cl)cc1)c1cc(=O)c2ccccc2o1 | 9%
Cn1ccnc1-c1ccc(N2CCC(C(O)Cc3ccccc3)CC2)nn1 (centres undefined) | 28µM*
CCc1nc2c(c(-c3ccc(Cl)cc3)n1)CN(Cc1cccc(F)c1)CC2 | u
COc1ccc(-c2ccc3nnc(CNC(=O)COc4ccc(F)cc4)n3n2)cc1 | 28µM*
C/C(=N/Nc1ccc(S(N)(=O)=O)cc1[N+](=O)[O-])c1ccc(Cl)cc1 | -18%
Cc1ccc(CNC(=O)c2cnn(-c3ccc(F)cc3F)c2C2CCN(C(=O)OC(C)(C)C)CC2)cc1 | -9%
COc1cccc(/C=C/c2nc3ccccc3c(=O)n2-c2ccc(C)c(C)c2)c1OC | -3%
COc1ccc(N2CCCCS2(=O)=O)cc1S(=O)(=O)NCCc1ccccc1 | 17%
c1csc(CN2CCn3c(nnc3C3CCCNC3)C2)c1 (centres undefined) | -21%[86.2 µM]
COc1ccc(-c2nc3c(c(=O)[nH]2)CCN(C(=O)c2ccc(OC)cc2OC)C3)cc1 | u
Cc1cc(C)n(CC(=O)Nc2ccc(C(=O)NCc3ccccn3)cc2)c(=O)c1C#N | -9%
O=C1NCCCCCN(C(=O)c2ccc(Cn3ccnc3)o2)[C@H]2CCC[C@@H]12 | 3%
CN(CCCNC(=O)c1nc2ccccc2c(=O)[nH]1)C(=O)c1cccnc1 | -11%
O=C(CNC(=O)C1CCC(CNS(=O)(=O)c2ccc(F)cc2)CC1)NCc1ccccn1 (centres undefined) | 21%
O=C(c1ccsc1)N1CCCn2cc(-c3ccccc3F)nc21 | 9%
COc1cc(OC)cc(N2C(=O)c3cc(-c4cccs4)nn3CC2(C)C(=O)NC2CCCCC2)c1 (centres undefined) | -10%
COc1ccc2c(c1)c1c(c(=O)n(-c3ccc(F)c(Cl)c3)c(=O)n1Cc1cccc(C)c1)n2C | -33%
CN(Cc1ccc2c(c1)CCO2)C1CCc2nn(C)c(=O)n2CC1 (centres undefined) | 8%
CCOc1ccc(Br)cc1C1C(C(=O)Nc2ccccc2OC)=C(C)Nc2nnnn21 (centres undefined) | u
O=S(=O)(c1ccc2c(c1)CCC2)N1CCCC(Cn2c(C3CC3)nc3cccnc32)C1 (centres undefined) | 16%
CC(C)(C(=O)NCc1ccccn1)C1CCOCC1 | -14%
CCn1ccnc1C1CCN(C(=O)CC2NC(=O)NC2=O)CC1 (centres undefined) | -2%
CC(C)c1ccc(C(=O)Nc2ccc(-c3nc4ccccc4s3)c(Cl)c2)cc1 | u
Cc1ccc(C2(O)CCN(c3ncccc3C(F)(F)F)CC2)nc1 | -1%

An excerpt of the results above, for reference:
SMILES | KDM5B inhibitor
O=C(CNC(=O)C1CCC(CNS(=O)(=O)c2ccc(F)cc2)CC1)NCc1ccccn1 (centres undefined) | 21%
O=C(c1ccsc1)N1CCCn2cc(-c3ccccc3F)nc21 | 9%
